Screening results from PubChem BioAssay.
SR-BI DiI-HDL act: activators of SR-BI mediated HDL lipid uptake; CHO ldlA[mSR-BI] cells, DiI-HDL uptake fluorescence, 3 h; 100 = double the neutral-control signal; activation, % at 12.5 µM; actives 0.096% (n = 320,000); AID 504775;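 active = mean replicate activation of at least 60% and every replicate at or above 60%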;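 also: 0% = median plate neutral-control signal and 100% = twice that signal; values of inactives mirror those of a sister screen read the other way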
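Assay system: CHO ldlA[mSR-BI] cells, LDL receptor-null, SR-BI overexpressing; medium: Ham's F12 with 0.5% BSA, HEPES 25 mM, pH 7.4; also added: DiI-HDL 10 µg/mL; timing: 3 h uptake period with compound, 37 °C; signal: DiI fluorescence, bottom read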
dFosB act: activators of mouse delta FosB homodimer; activation, % at 25 µM; purified delta FosB, TAMRA-CDK5 oligo fluorescence polarization; percent of positive-control signal above neutral wells; P13346; actives 0.99% (n = 340,000);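 active = mean activation above about 17%, with every replicate also reaching it, limit read from the data, passing the limit was not always enough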;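 also: fluorescence polarization rise as delta FosB binds a TAMRA Cdk5 AP-1 oligo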
CDK5 inh: inhibitors of human CDK5/p35 kinase | inhibition, % at 10 µM | actives 0.01% (n = 330,000) | Recombinant CDK5/p35, ADP-Glo luminescence, 60 min | Q00535+Q15078 | AID 488839;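 active = highest replicate inhibition of at least 50% and at least 75% of replicates reaching 50%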;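 also: plate controls were DMSO neutral control for no effect and GW8510 at 10 µM for full effect; many of its hits are not listed in these tables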
PKA-R2B activ: PKA-R2B complex activation | P22694+P31323 | PKA-R2B holoenzyme dissociation, Cy5-IP20 fluorescence polarization; R2B truncated from residue 108, S112A mutant; 0% DMSO only, 100% 113 µM cGMP | activation, % at 11.4 µM | actives 0.079% (n = 340,000) | AID 504700;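 active = activation above a cutoff set at the mean over all compounds plus 3 SD, cut at about 18% in these data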;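 also: higher means more holoenzyme dissociation and a rise in polarization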
Target sequence (P31323 whole entry, looked up, other chains not shown, the tested form may be a part): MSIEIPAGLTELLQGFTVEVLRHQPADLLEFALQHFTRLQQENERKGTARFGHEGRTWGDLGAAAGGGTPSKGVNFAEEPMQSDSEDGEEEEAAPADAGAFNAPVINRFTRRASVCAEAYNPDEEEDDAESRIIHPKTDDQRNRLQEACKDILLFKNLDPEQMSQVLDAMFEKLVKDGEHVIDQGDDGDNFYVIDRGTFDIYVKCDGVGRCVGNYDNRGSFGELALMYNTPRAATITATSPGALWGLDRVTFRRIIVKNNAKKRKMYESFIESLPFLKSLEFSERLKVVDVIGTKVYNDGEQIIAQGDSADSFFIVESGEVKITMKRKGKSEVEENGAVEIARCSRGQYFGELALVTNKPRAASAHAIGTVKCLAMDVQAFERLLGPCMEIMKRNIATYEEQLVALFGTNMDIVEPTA
PKA-R1A activ: activates the PKA-R1A holoenzyme complex | P00514+P68181 | PKA-R1A dissociation, Cy5-IP20 fluorescence polarization; scaled: DMSO 0%, 113 µM cGMP 100% | activation, % at 11.4 µM | actives 0.083% (n = 340,000) | AID 504707;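 active = percent activation above the mean of all tested compounds plus 3 SD, cut at about 19% in these data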;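 also: higher means more PKAc released from R1A so a rise in polarization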
SUMO Mot1 rescue: inhibitors of SUMOylation pathway: yeast Mot1-301 growth rescue; actives 1% (n = 320,000); growth rescue, % at 18.8 µM; S. cerevisiae Mot1-301 growth rescue, ATP luminescence, 38.5C; percent above DMSO median, 100 means doubled;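 active = every valid replicate shows activation above 250% relative to neutral control wells; inactive = the rest, any valid replicate at or below 250%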;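 also: OY570 slx delta 5 strain wells were the positive control but not used for scaling; some compounds called inactive have numbers as strong as hits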
Arr AP2 block: human beta-arrestin and AP2 interaction inhibition; FITC-arrestin peptide / GST-AP2 beads, flow cytometry; AP2 beta2 appendage carries R879A mutation; inhibition, % at 10 µM; actives 0.31% (n = 340,000); AID 504490;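 active = inhibition above a set limit, near 3 SD of compounds lacking own fluorescence, cut at about 54% in these data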;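 also: plate controls were DMSO wells for no effect and 5 µM unlabelled arrestin peptide for full effect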
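Assay system: GST-AP2 R879A bound to glutathione beads, E. coli-expressed; Medium: PBS with 0.05% Tween 20 and 0.1% BSA; Also added: fluorescein-tagged arrestin peptide at 50 nM final; Timing: 12 min plus 1 h, RT; Measured by: flow cytometry, FL1 (488/535 nm); Evaluation: percent drop in bead-associated FITC signal.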
NSD2 inh: NSD2 (human) methyltransferase inhibition; actives 0.54% (n = 310,000); O96028; inhibition, % at 12.5 µM; AID 743445; NSD2 peptide methylation, AlphaScreen, 120 min; in the data active = inhibition above about 50%
DSG3 Ab inh: human desmoglein-3 autoantibody binding inhibition | P32926 | binding (percent of control), % at 10 µM | actives 0.48% (n = 310,000) | AID 588358 | DSG3-coupled beads, scFv-anti-DSG3-GFP binding, flow cytometry; stronger effect = lower value;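 active = binding more than 3 SD below its plate's average and above zero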;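 also: hits lower antibody fragment binding to DSG3; some compounds called inactive have numbers as strong as hits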
SR-BI HDL uptake: blocks mouse SR-BI lipid uptake from DiI-HDL | Q61009 | ldlA[mSR-BI] CHO cells, DiI-HDL uptake fluorescence, 3 h | inhibition, % at 12.5 µM | actives 0.96% (n = 320,000);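 active = mean replicate inhibition of at least 70% and a set share of replicates each scoring 70 or more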;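 also: 0% = median of neutral control wells and 100% = median of positive control wells; values of inactives mirror those of a sister screen read the other way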
Target sequence (Q61009 whole entry, looked up): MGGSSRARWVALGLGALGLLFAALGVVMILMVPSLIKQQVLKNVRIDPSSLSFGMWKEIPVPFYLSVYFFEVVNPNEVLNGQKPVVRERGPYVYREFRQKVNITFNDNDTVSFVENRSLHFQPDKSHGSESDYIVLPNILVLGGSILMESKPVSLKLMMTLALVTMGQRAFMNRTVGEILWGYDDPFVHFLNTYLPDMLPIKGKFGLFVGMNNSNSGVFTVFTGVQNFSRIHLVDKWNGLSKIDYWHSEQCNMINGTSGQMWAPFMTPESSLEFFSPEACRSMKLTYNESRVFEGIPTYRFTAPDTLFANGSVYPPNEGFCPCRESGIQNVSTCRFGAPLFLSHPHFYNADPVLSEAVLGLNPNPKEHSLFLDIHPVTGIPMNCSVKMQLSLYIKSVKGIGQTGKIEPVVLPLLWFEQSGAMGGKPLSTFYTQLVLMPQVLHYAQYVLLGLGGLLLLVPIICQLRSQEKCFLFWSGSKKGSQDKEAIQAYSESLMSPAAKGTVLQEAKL
MITF act: activators of MITF-driven TRPM1 promoter activity in SK-MEL-5 cells | activation, % at 12.5 µM | SK-MEL-5 TRPM1-promoter luciferase, 24 h; % of positive control, neutral wells = 0 | actives 0.75% (n = 300,000) | AID 588334;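 active = mean activation of at least 80% with every replicate also reaching 80%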;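 also: 0% = neutral control wells and 100% = parthenolide positive control wells; values of inactives mirror those of a sister screen read the other way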
Numbers without * were called inactive; x = no result given; & = joins results of further samples.

SR-BI DiI-HDL act	dFosB act	CDK5 inh	PKA-R2B activ	PKA-R1A activ	SUMO Mot1 rescue	Arr AP2 block	NSD2 inh	DSG3 Ab inh	SR-BI HDL uptake	MITF act	structure
-12.5	0.6	-1.7	13.3	-3.3	-5.5	2.3	-2.0	100.2	12.5	x	CC(=O)Nc1c(C(=O)c2ccccc2)oc2ccccc12
-5.4	-9.2	0.4	3.8	-9.6	103.0	16.3	0.8	94.8	5.4	-17.6	CSCc1c(C(=O)Nc2ccccc2N2CCOCC2)oc2ccccc12
9.7	-3.7	0.4	-15.5	0.3	-8.2	-14.1	4.7	121.5	-9.7	x	COc1ccccc1N1CCN(CC(=O)c2ccc(F)cc2)CC1
3.9	-9.4	2.3	-11.0	-4.5	9.0	4.0	-1.0	96.9	-3.9	6.9	NC1=NC(=O)/C(=C\c2cccs2)S1
14.3	1.2	1.1	-2.7	-3.6	2.7&7.2	6.9	6.1	84.5	-14.3	12.2	CN1CCc2c(c3c(n2C)CCN(C)[C@@H]3c2cccnc2)[C@H]1c1cccnc1
-6.7	-8.8	-0.5	-2.3	2.8	-15.1	9.4	-2.2	x	6.7	6.6	O=C(CSc1ncc(C(F)(F)F)cc1Cl)N1CCNC1=O
17.0	-0.9	0.4	0.4	-11.7	504.0*	13.3	-9.2	96.0	-17.0	6.3	Clc1cc(Br)ccc1OCCOCCN1CCOCC1
-66.9	-10.7	-3.1	-2.9	4.2	-4.9	-1.2	0.3	105.6	66.8	-7.0	CC(=O)Nc1cccc(C(=O)Nc2ccc(S(=O)(=O)N3CCCCC3)cc2)c1
13.7	-11.5	4.2	1.1	-8.6	6.0	-9.3	-8.9	122.4	-13.7	-5.2	Cc1cccc(C)c1NC(=O)c1cccc(N2C(=O)C3CCC(C)CC3C2=O)c1 (configuration not stated)
x	-5.9	-2.1	1.1	5.0	-4.6	-2.8	3.8	113.7	x	-1.6	CCOc1ccc(NC(=O)NCCCN2CCCC2)cc1
-4.8	-3.4	1.1	6.2	8.8	-11.9	-3.8	7.2	88.2	4.8	6.1	COc1ccccc1N1CCN(C(=O)c2cc3sccc3n2C)CC1
19.9	-2.4	-0.5	3.6	0.4	-29.4	5.2	x	93.7	-19.9	-2.5	C[C@H]1CN=C(N(C)C)N1CC1CCCCC1
x	-3.2	-0.4	2.5	-4.8	-19.0	5.2	-0.9	x	x	-1.6	CCc1ccc(N(C(=O)CNC(=O)c2ccco2)C(C(=O)NC2CCCC2)c2cccnc2)cc1 (configuration not stated)
-10.7	-7.1	-0.9	-6.0	-1.4	1.8	-3.4	36.5	107.8	10.7	1.6	Cc1cc(NS(=O)(=O)c2ccc(Nc3nc(-c4ccc(C)c(C)c4)cs3)cc2)no1
-12.1	-4.0	0.1	0.0	2.2	-24.2	-6.8	4.9	112.2	12.1	-7.5	CNC(=O)C(=O)NCCN1CCN(S(=O)(=O)c2ccc3ccccc3c2)CC1
-21.0	1.6	1.0	-12.9	-0.5	8.5	-5.4	1.4	101.0	21.0	-29.1	Cc1cccc(Nc2nc(-c3c(C)nc4ccccn34)cs2)c1
x	-11.9	-1.1	7.0	-1.9	2.6	-0.4	1.2	x	x	x	COc1ccc(Cl)cc1C(=O)NCC(c1ccco1)N1CCCC1 (configuration not stated)
-52.8	-7.5	-0.8	-6.6	1.5	-17.8	2.6	21.1	91.1	52.8	-9.4	CCC1=NN2C(=N)/C(=C\c3cccn3-c3ccc(C)c(C)c3)C(=O)N=C2S1
x	-2.5	1.4	-1.5	-11.5	-14.8	14.0	x	x	x	-3.0	COc1cc(C(=O)N2CCN(C(=O)c3cccc4ccccc34)CC2)cc(OC)c1OC
2.3	-13.7	-1.1	-6.8	3.1	8.0	-0.7	-2.6	x	-2.3	x	C=CCn1cc(C(=O)NCCCOC)c(=O)c2cc(S(=O)(=O)N(CC)CC)ccc21
23.4	-3.2	10.0	-12.8	2.6	-32.5	7.7	x	60.8*	-23.4	-9.1	O=C(O)c1cccc(-n2sc3ccccc3c2=O)c1
-6.5	0.8	-7.4	-2.2	-12.0	190.2	0.8	-0.4	106.6	6.5	-4.8	Cc1ccc(Cl)c(OCC(=O)NC2CCN(Cc3ccccc3)CC2)c1
-9.4	-4.9	0.1	0.7	-14.2	x	-1.7	-2.2	103.6	9.4	-4.1	C=CCn1c(=S)[nH]c2ccc(Br)cc2c1=O
7.9	-11.2	2.8	-3.2	-0.3	-22.2	-1.7	-1.3	98.2	-7.9	-7.1	N#Cc1ccc(OCC(=O)OCC(=O)NCCC2=CCCCC2)cc1
12.5	-5.8	2.1	6.2	-3.7	-8.1	5.5	0.8	98.9	-12.5	-7.1	CC1(c2ccc([N+](=O)[O-])cc2)NC(=O)NC1=O (configuration not stated)
5.4	-1.9	-1.1	-5.0	-6.4	0.7	1.6	2.6	x	-5.4	1.4	CC(=O)N1CCN(C(=O)c2ccc3c(c2)OCO3)CC1
-25.6	-2.5	0.0	-12.6	2.4	9.6	2.0	x	103.7	25.6	3.1	Cc1ccc(-c2nc(N)nc(N)n2)c(C)c1
-52.4	-5.6	1.2	-0.7	-3.7	42.9	1.0	x	84.0	52.4	4.1	COC(=O)c1ccc(NC(=O)c2cn(-c3ccccc3)nc2-c2ccncc2)cc1
14.5	-4.9	-3.3	-1.7	-0.9	-9.7	0.6	-4.3	102.5	-14.5	-2.0	COc1ccccc1OCCOCCOc1c(C)cc(C)cc1Br
-13.1	-7.9	2.5	8.0	-8.1	-17.2	-3.5	-3.5	x	13.1	8.5	COc1ccccc1CCC(=O)OCC(=O)NCc1ccc(OC)c(OC)c1
-46.6	-0.4	2.3	-3.6	-14.1	4.1	-1.9	x	106.9	46.6	22.6	COc1ccc([C@H]2CC(=O)C=C(c3cc4ccccc4s3)C2)cc1OC
-7.0	0.6	-0.4	7.2	2.2	183.2	35.6	-1.3	97.5	7.0	7.3	CC(C)Oc1ccc(NC(=O)CCC(=O)O)cc1
10.2	-8.9	-0.5	-4.7	-1.6	x	19.8	-1.1	99.4	-10.2	-0.1	CC(C)CCN(C(=O)c1cn2ccccc2n1)c1c(N)n(Cc2ccccc2)c(=O)[nH]c1=O
8.1	-10.9	-2.5	-2.6	9.1	-9.8	17.9	-0.4	101.4	-8.1	-11.2	COc1cccc(C(c2nnnn2Cc2ccco2)N2CCN(Cc3ccccc3)CC2)c1OC (configuration not stated)
16.7	-2.9	-0.1	-10.3	1.9	9.0	-7.8	5.4	101.8	-16.7	8.0	CCCN1CCN(C(=O)Cn2ncc3c([nH]c4ccc(C)cc43)c2=O)CC1
17.0	-8.8	4.4	2.1	-0.4	7.0	-4.0	0.0	104.9	-17.0	0.0	NC(=O)NC(=O)COC(=O)c1ccccc1Oc1ccccc1
-10.6	-3.7	3.5	-0.4	-2.8	3.2	13.7	-1.8	94.8	10.6	-10.1	CCn1c(CNC(=O)C2CCCCC2)cc2cc(C)ccc21
4.7	-12.5	-2.1	-1.1	-8.5	13.1	-13.3	0.8	105.7	-4.7	-2.6	O=C(CCC(=O)c1ccc(F)cc1)NCc1ccccc1C(F)(F)F
-34.0	-15.3	-1.0	-3.2	3.6	25.1	4.2	0.3	109.4	34.0	-2.0	CCCOc1ccc(/C=N/NC(=O)C2CCCN2S(=O)(=O)c2ccc(Cl)cc2)cc1 (configuration not stated)
0.2	-11.9	-0.5	-3.5	1.4	4.8	32.0	-6.2	x	-0.2	-3.6	CNC(=O)COc1coc(CN2CCN(c3ccc(OC)cc3)CC2)cc1=O
7.7	1.8	0.3	-6.5	-4.3	10.5	-7.8	-4.3	78.4	-7.7	-0.3	CCOC(=O)c1c(C)n(C)c2ccc(OC)c([N+](=O)[O-])c12
-1.5	-13.4	-0.4	8.7	8.6	-0.5	-0.6	x	107.1	1.5	21.5	O=C(NCCN1CCOCC1)C1(C(F)(F)F)C/C(=C\Cc2ccccc2)CCCO1 (configuration not stated)
-12.7	2.4	x	-11.9	-11.8	-13.1	-0.7	3.7	103.9	12.7	-4.0	Cc1ccc(CCNC(=O)CCCn2nc(C)c3c(C)n(-c4ccc(C)cc4)nc3c2=O)cc1
4.1	-7.6	-2.1	-7.9	-8.1	-12.7	-8.3	0.8	104.4	-4.1	7.1	COc1ccc(C)cc1NC(=O)Nc1ccncc1
10.6	-5.3	-1.6	-1.4	-11.8	-24.3	22.2	0.4	x	-10.6	-2.5	O=C(C1Cc2ccccc2CN1C(=O)c1ccco1)N1CCN(c2ccccc2)CC1 (configuration not stated)
x	-2.3	-2.5	-15.3	-5.7	-0.6	-6.0	-6.6	x	x	-2.6	CC(=O)Nc1ccc(NC(=O)CC23CC4CC(CC(C4)C2)C3)cc1
-29.6	-4.9	-1.4	9.5	-1.5	357.3	-3.4	-1.2	115.8	29.6	27.0	CCOC(=O)c1sc(NC(=O)CC)nc1C
19.0	0.6	0.4	-3.4	-4.3	-14.0	29.0	-1.1	103.3	-19.0	0.9	O=C(COC(=O)c1cccc([N+](=O)[O-])c1)NC1CCCC1
-9.7	-12.1	3.5	-4.0	-2.5	-15.2	-7.5	5.2	98.4	9.7	49.6	COc1cc(/C=C(\C#N)C(=O)N2CCOCC2)ccc1OCc1ccccc1
26.6	-3.2	1.1	-6.0	-10.1	0.4	-7.6	-3.5	122.2	-26.6	-7.2	O=C(Nc1ccc(S(=O)(=O)N2CCCC2)cc1)C1CCN(S(=O)(=O)c2ccc(F)cc2)CC1

Reprinted at random: 3 records from the list
SR-BI DiI-HDL act	dFosB act	CDK5 inh	PKA-R2B activ	PKA-R1A activ	SUMO Mot1 rescue	Arr AP2 block	NSD2 inh	DSG3 Ab inh	SR-BI HDL uptake	MITF act	structure
-29.6	-4.9	-1.4	9.5	-1.5	357.3	-3.4	-1.2	115.8	29.6	27.0	CCOC(=O)c1sc(NC(=O)CC)nc1C
17.0	-8.8	4.4	2.1	-0.4	7.0	-4.0	0.0	104.9	-17.0	0.0	NC(=O)NC(=O)COC(=O)c1ccccc1Oc1ccccc1
4.7	-12.5	-2.1	-1.1	-8.5	13.1	-13.3	0.8	105.7	-4.7	-2.6	O=C(CCC(=O)c1ccc(F)cc1)NCc1ccccc1C(F)(F)F
